# hIAP block: human IAP inhibitors, primary screen, biochemical, luminescence, uHTS; purified IAP, CDP-Star luminescence, 30 min; inhibition, % at 10 µM; 330,000 tested, 0.12% active;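 active = inhibition reaching a set limit with compound at 10 µM in the primary screen, cut at about 35% in these data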;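 also: plate controls were DMSO wells with enzyme for no effect and no-enzyme buffer wells for full effect; values of inactives mirror those of a sister screen read the other way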
# hIAP act: human IAP activators, primary screen, biochemical, luminescence, uHTS; activation factor at 10 µM; 330,000 tested, 0.16% active; purified human IAP, CDP-Star luminescence, 30 min; hits give high values; 1 = vehicle-only enzyme, 0 = enzyme-free background;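 active = activation factor of the enzyme at least 2-fold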; also: the source names both 10 and 20 µM as test concentration; values of inactives mirror those of a sister screen read the other way
# MPTP inh: mitochondrial permeability transition pore inhibitors, primary screen, biochemical, isolated mouse mitochondria, absorbance | Ca2+ swelling absorbance, 30 min | inhibition, % at 10 µM | 360,000 tested, 1.4% active | AID 602449, 2012;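 active = inhibition of 50% or more, scaled per plate between neutral and stimulator controls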;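 also: 0% = DMSO wells given calcium and 100% = 1 mM EGTA wells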
# mIAP block: inhibitors of mouse IAP, primary screen, biochemical, luminescence, uHTS. 330,000 tested, 0.2% active. intestinal alkaline phosphatase [Mus musculus]. inhibition, % at 10 µM. purified mouse IAP, CDP-Star luminescence, 30 min;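 active = inhibition of at least 40% at 10 µM in the primary screen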;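 also: plate controls were DMSO with enzyme for no effect and no enzyme wells for full effect; values of inactives mirror those of a sister screen read the other way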
# A3G deaminase: APOBEC3G DNA deaminase inhibitors, primary screen, biochemical, fluorescence, single-stranded DNA substrate, uHTS | DNA dC->dU-editing enzyme APOBEC-3G (Homo sapiens), Q9HC16 | recombinant A3G, ssDNA deamination FAM/TAMRA fluorescence | inhibition, % at 20 µM | 330,000 tested, 0.28% active;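 active = inhibition of at least 40% at 20 µM, with no more than 30% in the related APOBEC3A deaminase screen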;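 also: plate controls were DMSO wells with A3G for no effect and wells lacking A3G enzyme for full effect; some compounds called inactive have numbers as strong as hits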
# Target sequence (Q9HC16 whole entry, looked up): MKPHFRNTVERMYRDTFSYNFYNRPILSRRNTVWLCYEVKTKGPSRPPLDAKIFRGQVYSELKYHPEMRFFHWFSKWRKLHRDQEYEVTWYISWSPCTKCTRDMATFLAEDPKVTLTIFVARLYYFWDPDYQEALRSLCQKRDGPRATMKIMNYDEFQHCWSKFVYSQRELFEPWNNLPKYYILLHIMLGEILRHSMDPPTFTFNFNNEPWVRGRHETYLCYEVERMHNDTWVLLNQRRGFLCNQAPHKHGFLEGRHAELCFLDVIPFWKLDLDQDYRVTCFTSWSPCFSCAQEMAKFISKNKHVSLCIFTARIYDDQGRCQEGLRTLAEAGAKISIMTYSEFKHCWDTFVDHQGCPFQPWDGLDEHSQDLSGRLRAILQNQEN
# ATG4B inhibitor: ATG4B protease inhibitors, primary screen, biochemical, fluorescence, uHTS; inhibition, % at 8.33 µM; AID 504462, 2011; ATG4B cleavage of LC3-PLA2, NBD-HPC fluorescence, 1 h; Cysteine protease ATG4B (Homo sapiens), Q9Y4P1; 340,000 tested, 0.51% active; in the data active = inhibition above about 40%
# Target sequence (Q9Y4P1 whole entry, looked up): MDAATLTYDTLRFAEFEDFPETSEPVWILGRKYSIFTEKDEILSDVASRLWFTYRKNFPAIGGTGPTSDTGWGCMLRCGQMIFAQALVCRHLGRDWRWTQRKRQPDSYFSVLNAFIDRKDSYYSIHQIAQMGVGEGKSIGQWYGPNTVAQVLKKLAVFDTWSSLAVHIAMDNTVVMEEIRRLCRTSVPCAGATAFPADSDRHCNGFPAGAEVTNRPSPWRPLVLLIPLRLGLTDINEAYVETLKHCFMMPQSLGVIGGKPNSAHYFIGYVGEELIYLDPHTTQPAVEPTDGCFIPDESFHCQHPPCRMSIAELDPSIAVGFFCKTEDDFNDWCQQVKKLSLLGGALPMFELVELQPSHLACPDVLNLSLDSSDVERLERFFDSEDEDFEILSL
# A3A deaminase: APOBEC3A ssDNA deaminase inhibitors, primary screen, selectivity assay for APOBEC3G inhibitor project, biochemical, FAM/TAMRA oligo cleavage fluorescence; DNA dC->dU-editing enzyme APOBEC-3A (Homo sapiens), P31941; recombinant A3A, FAM/TAMRA ssDNA deamination fluorescence; inhibition, % at 20 µM; 330,000 tested, 0.41% active; AID 493011, 2011;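 active = at least 40% inhibition at 20 µM here, with at most 30% in a related deaminase screen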;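 also: plate controls were A3A with DMSO for no effect and wells lacking A3A enzyme for full effect; some results filed as inactive read as strong as hits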
# Target sequence (P31941 whole entry, looked up): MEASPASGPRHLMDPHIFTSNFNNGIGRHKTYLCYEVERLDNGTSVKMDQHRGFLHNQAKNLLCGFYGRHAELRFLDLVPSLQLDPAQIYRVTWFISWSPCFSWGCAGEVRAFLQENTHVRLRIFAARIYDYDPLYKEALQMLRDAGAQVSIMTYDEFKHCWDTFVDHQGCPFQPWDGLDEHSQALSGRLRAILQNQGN
# mIAP act: activators of mouse IAP, primary screen, biochemical, luminescence, uHTS | intestinal alkaline phosphatase [Mus musculus] | muIAP, CDP-Star luminescence, 30 min; hits give high values; 1 = vehicle-only enzyme signal, 0 = enzyme-free wells | 330,000 tested, 0.24% active | activation factor at 10 µM;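 active = activation factor of at least 2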; also: the source names both 10 and 20 µM as test concentration; values of inactives mirror those of a sister screen read the other way
#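 Assay system: mouse IAP enzyme; reagent: chemiluminescent substrate CDP-Star; dosing: test compounds delivered from DMSO solution; schedule: 30 min at room temperature; measured by: luminescence from enzymatic CDP-Star hydrolysis; controls: DMSO-only wells and no-enzyme negative control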
# MIN6 prolif: inducers of MIN6 beta-cell proliferation, primary screen, ATP luminescence, uHTS; MIN6 cells proliferation, ATPlite luminescence, 48 h; cells starved in 0.2% serum; 100% = growth in 10% serum; proliferation, % at 10 µM; 330,000 tested, 0.29% active; AID 2380, 2010;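 active = compounds whose signal lies at least 3.5 SD above the mean of all wells on their plate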;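 also: 0% = DMSO-treated cells in low-serum medium and 100% = 10% serum control; some compounds called inactive have numbers as strong as hits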
# * marks the source's active call; other numbers are inactive results.
SMILES,hIAP block,hIAP act,MPTP inh,mIAP block,A3G deaminase,ATG4B inhibitor,A3A deaminase,mIAP act,MIN6 prolif
Cc1ccc(/C=N/NC(=O)c2nnn(-c3nonc3N)c2C)o1,-24,1.2,-1.8,1,6,-15,-1,0.99,-2
CC(C)(CO)NCc1c(OCc2ccc(Cl)cc2)ccc2ccccc12,-12,1.1,2.7,-8,-5,1,-6,1.1,-5
COC(=O)C/C(N)=C(\C#N)C(=O)OC,-2,1,0.6,3,-14,-2,-5,0.97,1
Cc1cccc(NC(=O)CS(=O)(=O)Cc2ccccc2)n1,19,0.81,1.1,-9,-1,-9,-2,1.1,-2
O=C(CNC(=O)C1COc2ccccc2O1)N/N=C\c1ccccc1Cl (stereo not given),-2,1,-1.4,-2,4,1,-2,1,-3
COc1ccc(-c2noc(CN(C(=O)c3ccc4c(c3)OCO4)C(C)C)n2)cc1,4,0.96,0.0,-7,-4,-1,-4,1.1,-2
O=C(NCCCO)c1ccc2[nH]c3ccccc3c2c1,2,0.98,-0.7,-4,-7,-10,-3,1,-2
O=C(COc1ccccc1Cl)NNC(=O)c1cc(S(=O)(=O)N2CCOCC2)ccc1N1CCCC1,-56,1.6,-0.8,5,-6,-11,-3,0.95,-4
COc1cc(C(=O)NCCOc2ccccc2C)cc(OC)c1OC,-1,1,-1.1,-9,7,-1,2,1.1,-1
CN=C1SC(CC(=O)Nc2cc(Cl)ccc2Cl)C(=O)N1C (stereo not given),-6,1.1,-3.2,2,-1,-10,-1,0.98,0
COc1cc(N2C(=O)c3ccccc3C2=O)c(Cl)cc1C(=O)OCC(=O)N(C)C,-10,1.1,0.0,-12,-8,1,-6,1.1,-1
Cc1cc(O)c2/c(=N\N)c(-c3csc(C)n3)coc2c1,-9,1.1,1.4,-1,-1,22,6,1,1
O=Cc1cn(-c2ccccc2)nc1-c1ccc2c(c1)OCCO2,-9,1.1,-0.4,5,1,29,3,0.95,-2
CCOC(=O)Cc1csc(NC(=O)CCCC(=O)O)n1,-2,1,-2.2,4,-4,1,2,0.96,1
Cc1ccc(C)c(NC(=O)COC(=O)CCC(=O)c2cccs2)c1,19,0.81,0.9,-11,9,-8,0,1.1,1
COc1cccc(-c2ccc(SCC(=O)c3ccccc3)nn2)c1,8,0.92,0.1,3,-14,5,-3,0.97,4
COc1cc2c(=O)n(Cc3ccco3)c(=O)n(CC(=O)c3ccc(Br)cc3)c2cc1OC,-28,1.3,1.4,12,-8,6,-4,0.88,-3
COc1ccc(S(=O)(=O)N2CCCCC2)cc1NC(=O)C1CSC2(C)CCC(=O)N12 (stereo not given),6,0.94,0.2,2,-9,1,0,0.98,0
COC(=O)C1CC(=O)N(c2ccc(OCc3ccccc3Cl)cc2)C1 (stereo not given),-1,1,2.3,3,-9,0,-4,0.97,1
CCOC(=O)N1CCN(C(=O)c2ccc(Cn3c(=S)[nH]c4cc(C(=O)OC)ccc4c3=O)cc2)CC1,0,1,-1.2,8,0,-4,-3,0.92,-3
COC(=O)c1c(NC(=O)C2CC2)sc2c1CCCC2,-6,1.1,0.8,-11,-4,-2,2,1.1,-4
N#C/C(C(=O)NCc1ccccc1)=C1/N=C(NC(=O)c2cccs2)c2ccccc21,9,0.91,14,13,-6,-1,-2,0.87,-2
N#Cc1cc(Br)ccc1N=C1CCCN1c1ccccc1,-2,1,2.2,-7,-13,3,-2,1.1,-1
COc1cccc(CNC(=O)CN2C(=O)CCSc3ccc(S(=O)(=O)N4CCCC4)cc32)c1,-17,1.2,1.1,-6,-7,-2,-6,1.1,2
CCCNc1c(N)c(=O)oc2ccccc12,7,0.93,0.9,13,-9,-5,-4,0.87,-2

# (further entries)
SMILES,hIAP block,hIAP act,MPTP inh,mIAP block,A3G deaminase,ATG4B inhibitor,A3A deaminase,mIAP act,MIN6 prolif
O=C(N/N=C/C=C/c1ccco1)c1cccs1,-6,1.1,0.8,30,15,7,4,0.7,-4
NS(=O)(=O)c1cccc(NC(=O)CN2C(=O)C(=O)N(Cc3ccccc3)C2=O)c1,4,0.96,0.1,3,4,-3,2,0.97,-4
Cc1ccc(C)c(S(=O)(=O)N2CCN(c3ncccn3)CC2)c1,-2,1,0.0,10,-4,4,0,0.91,-2
COc1ccc(CC(NC(C)=O)C(=O)NC2CCN(S(=O)(=O)c3ccccc3)CC2)cc1OC (stereo not given),-29,1.3,-1.4,-10,-3,-12,-7,1.1,-1
CCCc1nnc(NC(=O)COc2ccc3c(c2)OCO3)s1,20,0.8,0.3,2,-13,-7,-4,0.98,-1
CCOc1ccc(C2C(C(=O)c3ccc(C)o3)=C(O)C(=O)N2CCCN(CC)CC)cc1 (stereo not given),2,0.98,1.3,1,-7,-5,-3,0.99,3
COc1ccc(N2CCN(C(=O)c3ccccc3Br)CC2)c([N+](=O)[O-])c1,9,0.91,4.0,7,-5,-7,2,0.93,0
CCOc1ccccc1/C=C(\C#N)C(=O)Nc1cccc(C(=O)O)c1,0,1,-0.7,-12,-4,-1,-2,1.1,0
COc1ccc(NC(=O)CN(c2ccc(OC)c(Cl)c2)S(=O)(=O)c2ccccc2)cc1,-13,1.1,0.4,-44,-5,-5,-4,1.4,-1
O=C(Nc1nnc(-c2ccccc2)o1)c1cc(Cl)sc1Cl,-4,1,-24,3,-2,-4,0,0.97,0
CC(C)(C)OC(=O)C[C@@H]1C/C=C\C[C@H](CC(=O)NCCO)C(=O)NC[C@H](c2ccccc2)OC1=O,-7,1.1,-1.4,-5,-3,-6,-1,1,1
CCN(CC)C(=O)CSc1nc2c(sc(=S)n2-c2ccccc2)c(=O)n1Cc1ccco1,8,0.92,3.7,14,3,-3,1,0.86,-5
O=C(c1ccccc1NS(=O)(=O)c1ccc(Br)s1)N1CCCC1,5,0.95,0.1,-6,-7,0,-1,1.1,0
CCCCCCC(=O)N/N=C1\CCCc2ccccc21,-1,1,46,1,-4,12,-5,0.99,-2
CC(C)C1C(=O)CC(c2ccccc2)NC1c1ccccc1 (stereo not given),-42,1.4,2.4,1,-2,-3,-5,0.99,-1
CCO[C@H]1OC(C(=O)N2CCN(C)CC2)=C[C@@H](c2ccc(C(F)(F)F)cc2)[C@@H]1CCCO,3,0.97,0.2,36,-7,-6,-2,0.64,-1
COc1cc(NS(=O)(=O)c2ccc(NC(=O)COc3ccc(C)cc3C)cc2)nc(OC)n1,-2,1,0.6,11,-5,-2,1,0.89,-2
O=S(=O)(Cc1ccc(Cl)cc1)Nc1ccc(Cl)cn1,7,0.93,-2.7,7,-3,2,6,0.93,0
c1ccc(-c2csc(-c3cccnc3)n2)cc1,3,0.97,-0.2,3,-3,-6,3,0.97,1
CCOc1cc(N2CCOCC2)c(OCC)cc1NC(=O)CN1C(=O)NC(Cc2ccccc2)C1=O (stereo not given),-6,1.1,-0.7,18,0,-11,3,0.82,-3
COc1ccccc1-c1cc(C(=O)NC2CCCC2)no1,14,0.86,-1.7,2,-13,6,-4,0.98,4
CC(C)(C)c1ccc(NC(=O)Nc2ccc(OCC(=O)N3CCOCC3)cc2)cc1,-5,1.1,1.9,-108,-13,-10,-1,2.1*,-6
Cc1ccccc1OCC(=O)NNC(=O)C1CC(=O)N(c2ccc3c(c2)OCCO3)C1 (stereo not given),-44,1.4,-1.1,20,-7,-2,-4,0.81,4
CCCc1nnc(SCC(=O)NC2CC2)n1C,-15,1.2,-0.2,4,-11,-5,-3,0.96,4
C#CCNC(=O)C1=C[C@@H](c2cn(C(C)=O)c3ccccc23)C[C@@H](OCCCCO)O1,3,0.97,-2.7,2,-2,-2,-4,0.98,-4

# Next compounds.
SMILES,hIAP block,hIAP act,MPTP inh,mIAP block,A3G deaminase,ATG4B inhibitor,A3A deaminase,mIAP act,MIN6 prolif
COc1ccc(CN2CCC(C(=O)NCCc3ccc(OC)c(OC)c3)CC2)c(OC)c1,-11,1.1,5.5,-14,-6,-6,0,1.1,2
C[C@H](CO)N1C[C@H](C)[C@@H](CN(C)C(=O)Nc2ccc(C(F)(F)F)cc2)Oc2c(NC(=O)C3CCCCC3)cccc2C1=O,10,0.9,0.1,5,-3,-12,0,0.95,0
O=c1[nH]c(Nc2ccccc2)cc2ccccc12,3,0.97,-2.0,-11,0,40,0,1.1,0
COc1ccc(N(CC(=O)Nc2cccc(C(C)=O)c2)S(C)(=O)=O)cc1OC,3,0.97,-9.7,3,2,-6,3,0.97,-3
COc1ccc(NC(=O)Cn2cc(S(=O)(=O)Cc3ccccc3)c3ccccc32)c(OC)c1,5,0.95,-3.0,-8,-8,-3,0,1.1,0
Cc1ccc(NC(=O)COC(=O)c2nn(-c3ccc(Cl)cc3)cc2O)cc1,-18,1.2,0.8,3,-4,-2,-5,0.97,-2
Cc1ccc(CNC(=O)C2CCC(=O)N(CCc3ccc(Cl)cc3)C2)cc1 (stereo not given),-58,1.6,0.0,-3,-9,-2,-1,1,-3
CCc1cccc(OCC(=O)Nc2ccc(C(=O)O)cc2NC(=O)COc2cccc(CC)c2)c1,-26,1.3,-1.2,9,-4,-7,-5,0.91,-3
c1cncc(-c2cccnc2)c1,-13,1.1,-1.1,-2,-4,-2,-4,1,-2
CCOc1ccc2c(c1)C(=O)C(=O)N2CC1COc2ccccc2O1 (stereo not given),6,0.94,0.4,5,-6,-2,-1,0.95,-5
CC(C)C(=O)Nc1cccc(C(=O)Nc2cc([N+](=O)[O-])ccc2Cl)c1,4,0.96,3.9,4,-1,-6,-1,0.96,2
COc1ccccc1NS(=O)(=O)c1cc(NC(=O)C(C)NC(N)=O)ccc1N1CCCC1 (stereo not given),-18,1.2,0.3,-1,21,-2,-1,1,-3
C=CCN1C=C2C(=O)C(C)(OC(=O)CCC(=O)OC)C(=O)C=C2C=C1C1CC1 (stereo not given),11,0.89,-0.7,-1,-4,-9,-2,1,0
CCC(=O)Nc1ccc(/C(C)=N/NC(=O)c2c(-c3ccccc3Cl)noc2C)cc1,12,0.88,-0.8,3,-1,3,-2,0.97,0
COc1ccc(C2=NO[C@@H]3[C@@H]4C[C@@H]([C@H]5C(=O)N(c6ccc7c(c6)OCO7)C(=O)[C@@H]45)[C@H]23)cc1OC,10,0.9,0.5,1,-8,-4,-4,0.99,-2
COc1ccc(/C=C/C(=O)OCC(=O)c2c(C)[nH]c3ccccc23)cc1OC,1,0.99,1.5,28,-4,-8,-1,0.72,0
Cc1ccc(-n2c(SCC(=O)Nc3ccc4cn[nH]c4c3)nnc2-c2ccco2)cc1,-38,1.4,2.3,-6,-8,-11,-1,1.1,-1

# Single values from the entries so far:
# COc1ccc(NC(=O)Cn2cc(S(=O)(=O)Cc3ccccc3)c3ccccc32)c(OC)c1 in MIN6 prolif has 0
# C[C@H](CO)N1C[C@H](C)[C@@H](CN(C)C(=O)Nc2ccc(C(F)(F)F)cc2)Oc2c(NC(=O)C3CCCCC3)cccc2C1=O in hIAP act has 0.9
